TAG inh: triacylglycerol accumulation inhibition. H9c2 cells, Nile Red lipid (TAG) fluorescence; cells loaded with 200 µM oleic acid. inhibition, % at 12.5 µM. 0.66% of 230,000 active. AID 651582;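 active = pattern-corrected inhibition of lipid staining of at least 50% with the nuclear-stain viability signal not falling by more than 50%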;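 also: 0% = DMSO wells and 100% = triacsin C control wells; some results filed as inactive read as strong as hits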
TAG inh DAPI viability: second read-out of TAG inh, no call of its own (marks repeat the call); DAPI nuclei signal change (viability), lower = more cytotoxic, %;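 whole-well DAPI fluorescence read on a plate reader as a viability signal; minus 50 percent equals half of cells still viable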
The depositor's hits bear a star. Some of the compounds tested; the hit share may differ from the screen's.

item	Molecule	TAG inh	TAG inh DAPI viability
1	CCOC(=O)Cn1c2c(c(=N)c3ccccc31)CCC2	-3	-1
2	Cc1cc(C2C(C#N)=C(N)Oc3n[nH]c(C)c32)c(C)s1 (stereo not given)	-4	9
3	COc1ccccc1N(C)S(=O)(=O)c1ccc(C)c(C(=O)Nc2nccs2)c1	-1	-6
4	COC(=O)c1c(C)oc(C)c1S(=O)(=O)NCC1CC1	-5	4
5	CCc1nc2ccc(C(=O)N3CCCC(C(N)=O)C3)cn2c1N(CCC(C)C)CCN(C)C (stereo not given)	3	0
6	COC(=O)c1cc(NC(=O)C2CC=CCC2C(=O)O)cc(C(=O)OC)c1 (stereo not given)	8	0
7	COc1ccc(CCNC(=O)C2CCCN2C(=O)Nc2ccc(C)cc2)cc1OC (stereo not given)	-3	1
8	O=C1CC(c2ccco2)Cc2nc(Nc3nc(-c4ccccc4)c4ccccc4n3)ncc21 (stereo not given)	16	0
9	CC(C)CC(OC(=O)c1ccco1)C(=O)NC1CCCCC1 (stereo not given)	-10	-6
10	O=C1CSC(=S)N1Cc1cccs1	-21	4
11	COc1ccc(-c2cnc(SCCNC(=O)c3ccc4c(c3)OCO4)[nH]2)cc1	-5	9
12	CNC(=O)c1cc2ncc(C(F)(F)F)cc2s1	-10	-2
13	C[C@H](CO)N1C[C@H](C)[C@H](CN(C)S(=O)(=O)c2ccccc2)OCc2cnnn2CCCC1=O	1	-13
14	O=C(NCc1cccnc1)c1ccc(Br)o1	-2	1
15	COc1cccc(OCC(=O)NNC(=S)Nc2ccc(Cl)cc2Cl)c1	-18	4

More records
item	Molecule	TAG inh	TAG inh DAPI viability
16	Cc1ccsc1C(=O)OCC(=O)NCCc1ccccc1	13	-13
17	O=c1c2ccccc2nc2ccccn12	1	16
18	CCc1ccccc1NC1=NCC(=O)N1C1CCCC1	-16	1
19	CCSc1nnc2ccc(-c3cccs3)nn12	8	6
20	COC(=O)C1CCN(C(=O)c2sc3nc(-c4ccccc4)cn3c2C)CC1	-2	14
21	COc1ccccc1NS(=O)(=O)c1ccc(C)c(NC(=O)c2c(C)noc2C)c1	-10	-4
22	CC(C)COP(=O)(OCC(C)C)C(O)c1ccc(N(C)C)cc1 (stereo not given)	-4	-1
23	Cc1cc(C)n(Cc2cccc(C(=O)N/N=C/c3ccncc3)c2)n1	17	-1
24	Cc1ccc(NC(=S)NNC(C)(C)C)cc1	-1	0
25	OC(CNCCC(c1ccccc1)c1ccccc1)COc1ccccc1 (stereo not given)	7	-1
26	O=C(Nc1cc(Cl)ccc1-n1cncn1)c1cccs1	2	4
27	Cc1cc(-c2nc(C)c(C(=O)NNS(=O)(=O)c3ccccc3)s2)no1	-4	9
28	Cc1noc(C)c1C(=O)N1CCCC(C(=O)c2ccc(Cl)cc2)C1 (stereo not given)	6	-5
29	CN(C)c1cccc(C(=O)OCC(=O)NCc2ccco2)c1	8	-7
30	CC(=O)OC1CCC2C3CCC4=CC(=O)CCC4(C)C3CCC2(C)[C@]1(C)O (stereo not given in full)	-17	-3

New compounds follow
item	Molecule	TAG inh	TAG inh DAPI viability
31	COc1ccc(-c2coc3c(C(=O)NC(C)C)cccc23)c(C)c1	-17	-2
32	CCOc1ccc(N2CC(C(=O)Nc3cc(S(=O)(=O)N4CCCCC4)ccc3C)CC2=O)cc1 (stereo not given)	7	-4
33	CNS(=O)(=O)c1ccc(C(=O)NCC(=O)NCCC(c2ccccc2)c2ccccc2)cc1	15	0
34	CCOc1ccccc1NC(=S)N1CCN(c2ccccc2F)CC1	-5	-1
35	CCNCc1ccccc1OCc1ccccc1	-3	11
36	O=C(NCCOc1ccc(F)cc1)c1ccccc1SCc1ccccc1	-5	-1
37	CCCCNCC#CCOc1cc(C)ccc1C(C)C	-14	23
38	Cn1c(SCC(=O)N2CCCC2)nc2cccnc21	13	-3
39	O=C(CC1NCCNC1=O)Nc1cccc([N+](=O)[O-])c1 (stereo not given)	12	-9
40	Cc1ccc(NC(=O)C2CCCCC2C(=O)O)cc1C (stereo not given)	-4	7
41	CC1(NC(=O)CSc2nnc(-c3c[nH]c4ccccc34)n2C2CC2)CCS(=O)(=O)C1 (stereo not given)	14	-6
42	CCOC(=O)C1=C(N)N2C(=O)C(C)SC2=C(C(=O)OCC)C1c1ccccc1 (stereo not given)	2	6
43	Cc1ccc(N2C(=O)CC(N3CCc4ccccc43)C2=O)cc1Cl (stereo not given)	4	-1
44	O=C(COC(=O)COc1cccc(F)c1)Nc1nc2ccccc2s1	-7	3
45	O=C(CSc1nnnn1C1CC1)N1CCN(Cc2ccccc2F)CC1	-5	-1

By substructure: the compounds so far with a COOH group
item	Molecule	TAG inh	TAG inh DAPI viability
6	COC(=O)c1cc(NC(=O)C2CC=CCC2C(=O)O)cc(C(=O)OC)c1 (stereo not given)	8	0
40	Cc1ccc(NC(=O)C2CCCCC2C(=O)O)cc1C (stereo not given)	-4	7

(cont.)
item	Molecule	TAG inh	TAG inh DAPI viability
46	COc1ccc(/C=N\Nc2ccc([N+](=O)[O-])cc2)c(C(=O)O)c1OC	-4	7
47	CC1(C)CC(=O)C(C(=O)/C=C/c2ccco2)C(=O)C1	17	-2
48	O=C(Nc1ccc2c(c1)OCCO2)C1CC1c1ccccc1 (stereo not given)	-8	0
49	O=C(Cc1ccccc1F)N1CCN(S(=O)(=O)c2ccc(Cl)cc2)CC1	-27	1
50	CCOC(=O)c1oc2ccccc2c1NC(=O)C(C)(C)C	-5	-12
51	O=C(CNS(=O)(=O)c1ccccc1)N1CCc2ccccc2C1	9	-7
52	O=C(c1ccc(Br)o1)N1CCN(Cc2ccc3c(c2)OCO3)CC1	-9	-1
53	C[C@H](CO)N1C[C@H](C)[C@H](CN(C)S(=O)(=O)c2cccc(C#N)c2)OCc2cnnn2CCCC1=O	-4	-6
54	Cc1ccc(-c2csc3nc(CN(C)Cc4ccccc4)[nH]c(=O)c23)cc1	-10	6
55	CN(C(=O)c1ccc2c(c1)C(=O)N(CCC1=CCCCC1)C2=O)C1CCCCC1	-6	-6
56	COc1ccccc1N1CCN(C(=O)CSc2nnc(C)n2C2CC2)CC1	5	1
57	CCc1cc(C(=O)c2ccc(OC)cc2)c(NC(=O)CN2CCCC2)s1	0	0
58	CC1CCCCC12NC(=O)N(CC(=O)Nc1cccnc1)C2=O (stereo not given)	-5	6
59	CC(=O)Oc1ccc2c(c1)cc(C)n2C	10	-29
60	OC(CNCc1ccccc1)c1ccccc1 (stereo not given)	2	-2

Single records (already shown). Order of screens: TAG inh, TAG inh DAPI viability
Listed for `OC(CNCc1ccccc1)c1ccccc1` (stereo not given) → 2, -2
Listed for `CC1(C)CC(=O)C(C(=O)/C=C/c2ccco2)C(=O)C1` → 17, -2

Remaining list, next part.
item	Molecule	TAG inh	TAG inh DAPI viability
61	COc1ccccc1NS(=O)(=O)c1cccc(NC(=O)c2sc3ccccc3c2Cl)c1	-4	4
62	COc1ccc(NC(C)=O)c2nc(C)c(C)nc12	-13	-6
63	O=C(CSC1=NS(=O)(=O)c2cc(F)ccc2N1)Nc1cccc(F)c1	16	8
64	COc1cc(OC)cc(C(=O)NC2CCSc3ccccc32)c1 (stereo not given)	-29	1
65	CCCS(=O)(=O)NC(=O)C1(C)CCCN(C(=O)c2cccc(C(F)(F)F)c2)C1 (stereo not given)	2	3
66	N#CCCN(Cc1ccccc1)C(=S)Nc1ccccc1	-9	-3
67	COc1ccc(S(=O)(=O)NCC(c2cccnc2)N2CCN(C)CC2)cc1C (stereo not given)	-9	4
68	CC(=O)Nc1ccc2c(c1)OCCOCCOc1cc(NC(C)=O)ccc1OCCO2	12	-1
69	COc1cccc(CN(C)C(=O)CSCC(=O)Nc2cc(C)on2)c1OC	-7	3
70	CC(=O)N1N=C(c2ccc(NS(=O)(=O)c3ccccc3)cc2)CC1c1ccco1 (stereo not given)	2	-10
71	CC1CCCCN1CCCNc1ccc(C(CC(N)=O)NC(=O)Cc2cccc3ccccc23)cc1[N+](=O)[O-] (stereo not given)	-5	-8
72	COc1ccc(CNc2oc(-c3cccc4ccccc34)nc2P(=O)(OC)OC)cc1	-17	199
73	NCCCCCc1nnc(SCc2cccc(Cl)c2)o1	-15	6
74	NC(=O)CSc1cn(CCNC(=O)c2cccs2)c2ccccc12	-4	2
75	COc1ccccc1NC(=O)Nc1ccc(Cc2ccncc2)cc1	9	-5

(listing goes on)
item	Molecule	TAG inh	TAG inh DAPI viability
76	CC(=O)Nc1ccc(N2CCCC(C)C2)c([N+](=O)[O-])c1 (stereo not given)	-2	-5
77	CC(C)C(OC(=O)CCCC(=O)Nc1nccs1)C(=O)NC1CCCCC1 (stereo not given)	0	-4
78	Cc1nnc(SCC(=O)NC2CC2)n1-c1ccccc1	-8	-1
79	Nc1ncnc(NCc2ccccc2)c1[N+](=O)[O-]	-10	0
80	COc1ccc(CNc2ccc(N3CCOCC3)cc2)cc1	11	-4
81	CCOc1cc(N2CCOCC2)c(OCC)cc1NC(=O)CSc1ncccc1C(=O)O	-1	1
82	Cn1cccc1/C=C1\CC(C(C)(C)C)C/C(=C\c2cccn2C)C1=O (stereo not given)	-146	-29
83	COCc1ccc(CN2CCC(Oc3ccc(C(=O)NCc4ccccn4)cc3)CC2)o1	25	-3
84	O=C(CCNS(=O)(=O)c1ccccc1F)N1CCN(S(=O)(=O)c2cccc(F)c2)CC1	-10	5
85	CCN(CC)S(=O)(=O)c1ccc(N2CCOCC2)c(NC(=O)c2ccccc2F)c1	12	-10
86	CC1CCCN(C(=O)CCNC(=O)c2ccccc2Cl)C1 (stereo not given)	-1	6
87	CC1(C(=O)Nc2ccc3c(c2)OCCO3)CCN1Cc1ccc2ccccc2c1 (stereo not given)	-7	3
88	Cc1oc2nc(SCCCC(=O)NCCCO)nc(N)c2c1C	-17	5
89	CCn1c(-c2ccc(C)cc2)n[nH]c1=S	4	-9
90	Cc1ccc(S(=O)(=O)N(C)C[C@@H]2Oc3c(NS(C)(=O)=O)cccc3C(=O)N([C@H](C)CO)C[C@@H]2C)cc1	-16	-4

Part of the list above in order of molecular weight, lowest first.
item	Molecule	TAG inh	TAG inh DAPI viability
79	Nc1ncnc(NCc2ccccc2)c1[N+](=O)[O-]	-10	0
76	CC(=O)Nc1ccc(N2CCCC(C)C2)c([N+](=O)[O-])c1 (stereo not given)	-2	-5
78	Cc1nnc(SCC(=O)NC2CC2)n1-c1ccccc1	-8	-1
82	Cn1cccc1/C=C1\CC(C(C)(C)C)C/C(=C\c2cccn2C)C1=O (stereo not given)	-146	-29
87	CC1(C(=O)Nc2ccc3c(c2)OCCO3)CCN1Cc1ccc2ccccc2c1 (stereo not given)	-7	3
83	COCc1ccc(CN2CCC(Oc3ccc(C(=O)NCc4ccccn4)cc3)CC2)o1	25	-3

The list goes on:
item	Molecule	TAG inh	TAG inh DAPI viability
91	O=C(O)C1=CC2C=C(Cl)C=CC2OC1=O (stereo not given)	12	1
92	Cc1nc(C)c(C(=O)O)c(-c2cccs2)c1C(=O)O	13	-11
93	O=C(CN1C(=O)C2CCCCC2C1=O)Nc1ccc(OC(F)F)c(Cl)c1 (stereo not given)	7	-5
94	CCC(C)(C)n1nnnc1C(c1ccccc1)N1CCN(C2CCCC2)CC1 (stereo not given)	0	-5
95	CCc1nc2ccc(C(=O)NCCOc3ccc(OC)cc3)cn2c1N(C)C(=O)Cc1ccccc1	1	-11
96	O=C(CCc1ccccc1)Nc1cc(Cl)ccc1O	-47	-8
97	CCc1ccccc1NC(=O)c1cnc2n(c1=O)CCS2	0	3
98	O=C(Nc1ccc(N2CCOCC2)cc1)C1CCN(S(=O)(=O)c2ccc3c(c2)OCCO3)CC1	9	-9
99	Cc1cc(C)cc(NC(=O)CN2CCN(C(=O)c3cccs3)CC2)c1	-28	5
100	NC(CCc1ccccc1)c1csc(Nc2ccccn2)n1 (stereo not given)	-3	11
101	C/C(=N\NC(=O)c1cc2c(s1)CCC(C)C2)c1ccc[nH]1 (stereo not given)	-5	-3
102	CN(C)/C=N/c1nccc(-c2cccs2)n1	4	-2
103	O=C(Nc1cccc(S(=O)(=O)N2CCCCC2)c1)c1ccc(N2CCCC2=O)cc1	20	-5
104	O=C(O)C1CCN(C(=O)c2cc(F)cc3c2OCOC3)CC1	2	-1
105	Cc1ccc([C@H]2C[C@H](O)[C@@H](n3cc(C4CC4)nn3)CN2C(=O)C2CCCCC2)cc1	-14	-7

The results go on.
item	Molecule	TAG inh	TAG inh DAPI viability
106	O=C(NCc1ccc(F)cc1F)c1cc(COc2c(F)cccc2F)on1	0	0
107	Cc1cc(-c2nnc(SCC(=O)Nc3nccs3)o2)no1	2	5
108	c1coc(CNc2c3c(nc4ncnn24)CCCC3)c1	-12	-4
109	O=C(CN1CCN(Cc2cccc(Cl)c2)C1=O)NCc1ccccn1	11	-2
110	C/C(=N\NS(=O)(=O)c1ccc(Br)cc1)c1ccc(-n2ccnc2)cc1	-19	3
111	COc1ccccc1Nc1ccc2c(O)cc(S(=O)(=O)O)cc2c1	0	4
112	CC(C)=CC(=O)OCC(=O)Nc1ccc(F)cc1Cl	-8	-3
113	COCCn1c(SCC(=O)Nc2sccc2C(N)=O)nnc1-c1ccncc1	-12	4
114	O=C(O)C1CCN(c2ccc([N+](=O)[O-])cc2[N+](=O)[O-])CC1	8	-6
115	CCCC(NC(=O)CNC(=O)C(C)(C)C)C(=O)O (stereo not given)	14	-7
116	COC(=O)C[C@@H]1C[C@@H]2c3cc(NC(=O)Cc4ccncc4)ccc3O[C@@H]2[C@@H](CO)O1	-11	-6
117	CC1(C)COC2(OC1)C(=O)N(CN1CCOCC1)c1ccccc12	-1	4
118	Cc1ccn2c(NCc3ccccc3)c(-c3cccs3)nc2c1	-4	72
119	O=C(O)c1ccc(-n2cccn2)c([N+](=O)[O-])c1	4	0
120	Cc1cc(C(=O)CCC(=O)N2CCN(c3ccccc3F)CC2)c(C)s1	2	-3

(further entries)
item	Molecule	TAG inh	TAG inh DAPI viability
121	CC1(C)N=C2C(=[N+]1[O-])CCC/C2=N\O	1	9
122	Cc1ccc(S(=O)(=O)Nc2cccc3ncccc23)cc1	-4	4
123	O=C(N/N=C/c1ccccc1F)c1csc2c1CCCC2	2	-6
124	CC(NCc1cccs1)c1ccccc1 (stereo not given)	4	-9
125	O=C(NCc1ccncc1)C(=O)NCC1OCCN1S(=O)(=O)c1ccc(Cl)cc1 (stereo not given)	-5	-3

High-throughput results: PubChem, Sanford-Burnham Center for Chemical Genomics
